Keap1-Nrf2 PPI – disrupts human Keap1 binding to Nrf2 peptide; AID 504523; Keap1 Kelch-Nrf2 peptide fluorescence polarization, 1536-well; Q14145; inhibition, % at 9.4 µM; hit rate 0.15% among 340,000; in the data active means inhibition above about 12%; inconclusive means no clear call, values can overlap the other calls; inactive means below about 7.3%;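 further: human Keap1 Kelch domain with fluorescein labeled Nrf2 9mer peptide probe; 0% = neutral control wells and 100% = peptide positive control; higher means more block of Keap1 binding to Nrf2 peptide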
Target sequence (Q14145 whole entry, looked up, the tested form may be a part): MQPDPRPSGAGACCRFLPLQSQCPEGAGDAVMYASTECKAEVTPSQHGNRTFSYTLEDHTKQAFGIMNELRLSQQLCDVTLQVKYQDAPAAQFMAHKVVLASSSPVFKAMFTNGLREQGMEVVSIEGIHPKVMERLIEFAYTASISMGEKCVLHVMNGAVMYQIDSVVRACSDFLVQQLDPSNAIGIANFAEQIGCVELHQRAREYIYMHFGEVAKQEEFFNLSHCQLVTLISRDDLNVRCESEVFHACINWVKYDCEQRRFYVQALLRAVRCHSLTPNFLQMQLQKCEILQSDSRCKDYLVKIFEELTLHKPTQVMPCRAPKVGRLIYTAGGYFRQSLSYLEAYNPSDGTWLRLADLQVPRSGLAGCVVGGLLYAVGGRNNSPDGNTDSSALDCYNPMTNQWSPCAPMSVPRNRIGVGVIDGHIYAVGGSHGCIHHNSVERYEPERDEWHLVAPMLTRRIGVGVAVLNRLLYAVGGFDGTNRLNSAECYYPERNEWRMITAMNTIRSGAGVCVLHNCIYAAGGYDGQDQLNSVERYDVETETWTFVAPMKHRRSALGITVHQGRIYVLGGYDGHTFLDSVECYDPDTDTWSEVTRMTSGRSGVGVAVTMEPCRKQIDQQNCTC
CAL PDZ FP-1 – CAL PDZ (human) peptide binding inhibition; purified CAL PDZ, TMR-peptide fluorescence polarization, 1 h; inhibition, % at 24.9 µM; hit rate 0.92% among 300,000; AID 602252; Q9HD26;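 active means mean inhibition of at least 30% with at least half of replicates also reaching 30%; inconclusive means no clear call, values can overlap the other calls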;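 further: 0% = DMSO neutral control and 100% = excess unlabeled competitor peptide PRC23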
Cardiac RTF inh – cardiac RTF calcium desensitization | AID 493244 | hit rate 0.12% among 340,000 | P19429+P45379 | inhibition, % at 7.15 µM | IANBD-labeled cardiac RTF, Ca2+ fluorescence;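 active means inhibition above the mean inhibition of all tested compounds plus 3 SD, cut at about 17% in these data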;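 further: assay run at fixed EC70 calcium of 1.6 mM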
CAL PDZ FP-2 – inhibitors of human CAL PDZ peptide binding; AID 504414; purified CAL PDZ, TMR-peptide fluorescence polarization, 1 h; hit rate 0.02% among 330,000; Q9HD26; inhibition, % at 20 µM;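 active means highest replicate inhibition of at least 40%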;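 further: plate controls were DMSO neutral control wells for no effect and unlabeled competitor peptide control wells for full effect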
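Material: tagged CAL PDZ protein CerCALP, purified; buffer or medium: sodium phosphate/NaCl buffer pH 7.4 with TCEP, IgG, Thesit; also added: fluorescent TMR peptide probe; schedule: 1 h incubation at room temperature before polarization reading; technique: fluorescence polarization from S- and P-plane intensities, G-factor corrected; control set: unlabelled peptide and DMSO controls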
SR-BI DiI-HDL act – SR-BI HDL lipid transfer activation. CHO ldlA[mSR-BI] cells, DiI-HDL uptake fluorescence, 3 h; 100 = double the neutral-control signal. activation, % at 12.5 µM. hit rate 0.096% among 320,000. AID 504775;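 active means mean replicate activation of at least 60% and every replicate at or above 60%; inconclusive means mean or all-replicate condition met, but not both; inactive means mean below 60% and not all replicates reaching 60%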;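 further: 0% = median plate neutral-control signal and 100% = twice that signal; values of inactives mirror those of a sister screen read the other way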
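Test system: SR-BI-overexpressing, LDLR-lacking CHO cells; Medium: Ham's F12 with 0.5% BSA, HEPES 25 mM, pH 7.4; Schedule: 3 h, 37 °C; Technique: bottom-read fluorescence, 550/595 nm.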
C-LANA FP – KSHV C-LANA DNA binding inhibition; MBP-C-LANA/FAM-LBS DNA binding, fluorescence polarization; inhibition, % at 9 µM; hit rate 0.078% among 340,000; AID 504423;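 active means highest replicate inhibition at or above 60% at 9 µM, even if other replicates fall short; inactive means all replicates below 60% inhibition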;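 further: 0% = neutral control wells and 100% = 4 µM acridine orange control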
DAGLB inh – diacylglycerol lipase beta (human) inhibition | AID 504411 | HEK293T DAGLB membrane lysate, EnzChek fluorogenic substrate | hit rate 0.059% among 340,000 | Q8NCG7 | inhibition, % at 5.17 µM; in the data active means inhibition above about 34%;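 further: 0% = enzyme with vehicle and 100% = wells lacking enzyme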
Rtt109 Vps75 – C. albicans Rtt109 histone acetyltransferase inhibition. Q5AAJ8. hit rate 0.16% among 330,000. inhibition, % at 34.9 µM. AID 540336. purified Rtt109/Vps75, ThioGlo CoA-SH fluorescence, 4 h;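 active means inhibition of at least 50% in every replicate; inconclusive means best replicate reaches 50% inhibition but some replicates fall short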
PKA-R2B activ – PKA-R2B complex activation. P22694+P31323. PKA-R2B holoenzyme dissociation, Cy5-IP20 fluorescence polarization; R2B truncated from residue 108, S112A mutant; 0% DMSO only, 100% 113 µM cGMP. activation, % at 11.4 µM. hit rate 0.079% among 340,000;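 active means activation above a cutoff set at the mean over all compounds plus 3 SD, cut at about 18% in these data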;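 further: higher means more holoenzyme dissociation and a rise in polarization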
Target sequence (P31323 whole entry, looked up, other chains not shown, the tested form may be a part): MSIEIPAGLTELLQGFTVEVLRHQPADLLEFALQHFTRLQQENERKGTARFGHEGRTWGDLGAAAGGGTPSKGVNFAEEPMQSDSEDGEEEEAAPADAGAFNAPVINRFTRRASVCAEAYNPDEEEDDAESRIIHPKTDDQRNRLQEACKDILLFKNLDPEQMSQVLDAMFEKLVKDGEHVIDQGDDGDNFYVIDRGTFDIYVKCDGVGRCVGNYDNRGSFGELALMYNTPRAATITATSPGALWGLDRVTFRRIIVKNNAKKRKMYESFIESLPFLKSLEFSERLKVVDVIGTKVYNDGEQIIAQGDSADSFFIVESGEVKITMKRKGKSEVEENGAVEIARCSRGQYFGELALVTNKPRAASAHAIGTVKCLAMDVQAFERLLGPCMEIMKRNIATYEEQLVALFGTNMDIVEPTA
cardiac RTF act – increases calcium sensitivity of human cardiac regulated thin filaments; P19429+P45379; IANBD-labeled TnC RTF fluorescence at EC20 calcium; 0% EC20 calcium, 100% full calcium; activation, % at 7.2 µM; hit rate 0.24% among 340,000;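 active means activation above the mean over all tested compounds plus 3 SD, cut at about 30% in these data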;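 further: rise in fluorescence read as greater calcium sensitivity of cardiac thin filaments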
Starred values were filed as active, the others as inactive; u = inconclusive; x = no result given.

Preview (2 entries):
(1) COc1cc2c(cc1OC)C(Cc1ccc(O)cc1)N(C)CC2 (centres undefined)
(2) CC(=O)c1ccc(N2C(=O)[C@@H]3[C@H](C2=O)[C@H]2c4ccccc4C=NN2[C@@H]3C(C)=O)cc1

Assay by compound	1	2
CAL PDZ FP-2	-0.1	-1.0
CAL PDZ FP-1	-1	-1
cardiac RTF act	-1	1
DAGLB inh	1	-1
Cardiac RTF inh	7	-5
PKA-R2B activ	-6	1
Keap1-Nrf2 PPI	1	4
SR-BI DiI-HDL act	34	8
C-LANA FP	-1.0	3.7
Rtt109 Vps75	-3	-12

This part in full, from the start:
(1) COc1cc2c(cc1OC)C(Cc1ccc(O)cc1)N(C)CC2 (centres undefined)
(2) CC(=O)c1ccc(N2C(=O)[C@@H]3[C@H](C2=O)[C@H]2c4ccccc4C=NN2[C@@H]3C(C)=O)cc1
(3) COc1ccc(-c2nn(CCC(=O)O)cc2/C=N/NC(N)=S)cc1
(4) Cc1cc(C)cc(N2C(=O)c3nccnc3C2=O)c1
(5) Cc1cccc(C)c1NCC(=O)N1CCN(Cc2ccccc2)CC1
(6) COC(=O)c1nnn(-c2nonc2N)c1CSCCO
(7) COc1ccc(S(=O)(=O)Nc2cccc3c2O[C@H](CN(C)Cc2ccccc2)[C@@H](C)CN([C@H](C)CO)C3=O)cc1
(8) COc1ccc2c(-c3ccc(SC)cc3)c(-c3ccc(S(C)(=O)=O)cc3)sc2c1
(9) COc1ccc(C(=O)N/C(=C\c2cn(S(=O)(=O)N(C)C)c3ccccc23)C(=O)N2CCN(C)CC2)cc1
(10) CC(C)c1ccc(NC(=O)C(c2ccc3c(c2)OCO3)N2CCC3(CC2)OCCO3)cc1 (centres undefined)

Assay by compound	1	2	3	4	5	6	7	8	9	10
CAL PDZ FP-2	-0.1	-1.0	-1.3	-2.8	-0.4	0.8	-0.7	0.8	-1.3	-0.7
CAL PDZ FP-1	-1	-1	-8	1	-4	-3	-1	2	3	-1
cardiac RTF act	-1	1	9	9	-5	-5	4	-5	-5	3
DAGLB inh	1	-1	0	0	-3	-2	0	-5	0	-1
Cardiac RTF inh	7	-5	-12	-18	-2	-4	-4	-6	2	4
PKA-R2B activ	-6	1	-4	-8	1	-1	-8	9	-3	-8
Keap1-Nrf2 PPI	1	4	-4	-3	-2	-3	-9	1	-3	-3
SR-BI DiI-HDL act	34	8	5	22	-11	35	1	-81	-5	-2
C-LANA FP	-1.0	3.7	0.4	0.4	0.0	-0.3	-1.0	-2.0	0.3	-1.1
Rtt109 Vps75	-3	-12	-1	-4	2	-13	16	7	10	-8

Retrieved by compound from the entries so far:
(9) COc1ccc(C(=O)N/C(=C\c2cn(S(=O)(=O)N(C)C)c3ccccc23)C(=O)N2CCN(C)CC2)cc1
(8) COc1ccc2c(-c3ccc(SC)cc3)c(-c3ccc(S(C)(=O)=O)cc3)sc2c1

Assay by compound	9	8
CAL PDZ FP-2	-1.3	0.8
CAL PDZ FP-1	3	2
cardiac RTF act	-5	-5
DAGLB inh	0	-5
Cardiac RTF inh	2	-6
PKA-R2B activ	-3	9
Keap1-Nrf2 PPI	-3	1
SR-BI DiI-HDL act	-5	-81
C-LANA FP	0.3	-2.0
Rtt109 Vps75	10	7

(listing goes on)
(11) CCN(CC)CCCC(C)Nc1nccc2c(Cl)cccc12 (centres undefined)
(12) Cc1ccc(N2CCN(C(=O)c3ccccc3F)CC2)c(C)c1
(13) Clc1ccc(C=Cc2ccccn2)cc1
(14) CCCn1nc(C(=O)NNC(=O)CCCOc2ccc(OC)cc2)c2ccccc2c1=O
(15) CC(=O)Nc1ccc(S(=O)(=O)NCC2CCC(C(=O)NCCCN3CCCC3=O)CC2)cc1 (centres undefined)
(16) C/C(=N\NC(=O)c1c(Cl)c(C)nn1C)c1cccc(NC(=O)C2CCCC2)c1
(17) Cc1ccc(S(=O)(=O)N(CC(O)CN2CCCCC2)c2cccc([N+](=O)[O-])c2)cc1 (centres undefined)
(18) O=C(CCC1CCCC1)Nc1ccc([N+](=O)[O-])cn1
(19) CC(C)CCNC(=O)CN(C)S(=O)(=O)c1cccc2nsnc12
(20) COc1cc2cc(CN(C(=O)Nc3ccccc3)C3CCCC3)c(=O)[nH]c2cc1OC

Assay by compound	11	12	13	14	15	16	17	18	19	20
CAL PDZ FP-2	-0.4	-0.3	-0.4	-0.7	-0.6	-2.5	-2.5	-2.2	-1.8	-1.0
CAL PDZ FP-1	4	-1	-3	0	-1	-5	-2	-2	-2	-3
cardiac RTF act	-3	-1	-7	-1	-4	2	-4	1	2	3
DAGLB inh	4	-3	-4	1	-6	-1	-2	-8	-2	4
Cardiac RTF inh	1	0	1	-2	-10	-7	9	7	3	-19
PKA-R2B activ	-1	-1	-2	3	-7	-4	2	3	-1	-10
Keap1-Nrf2 PPI	-6	-5	3	-4	0	-2	-4	2	-1	-5
SR-BI DiI-HDL act	u	9	-3	-11	16	-34	x	17	-13	18
C-LANA FP	-0.6	-0.1	-1.0	-1.6	-0.2	-0.9	3.0	-2.5	-0.4	0.2
Rtt109 Vps75	1	2	6	-2	-5	10	x	-10	-1	-3

Complete entries from above. Values in the order: CAL PDZ FP-2, CAL PDZ FP-1, cardiac RTF act, DAGLB inh, Cardiac RTF inh, PKA-R2B activ, Keap1-Nrf2 PPI, SR-BI DiI-HDL act, C-LANA FP, Rtt109 Vps75
Cc1ccc(N2CCN(C(=O)c3ccccc3F)CC2)c(C)c1 as listed: -0.3, -1, -1, -3, 0, -1, -5, 9, -0.1, 2
CCN(CC)CCCC(C)Nc1nccc2c(Cl)cccc12 (centres undefined) as listed: -0.4, 4, -3, 4, 1, -1, -6, u, -0.6, 1
CCCn1nc(C(=O)NNC(=O)CCCOc2ccc(OC)cc2)c2ccccc2c1=O as listed: -0.7, 0, -1, 1, -2, 3, -4, -11, -1.6, -2
COc1cc2cc(CN(C(=O)Nc3ccccc3)C3CCCC3)c(=O)[nH]c2cc1OC as listed: -1.0, -3, 3, 4, -19, -10, -5, 18, 0.2, -3
Cc1ccc(S(=O)(=O)N(CC(O)CN2CCCCC2)c2cccc([N+](=O)[O-])c2)cc1 (centres undefined) as listed: -2.5, -2, -4, -2, 9, 2, -4, x, 3.0, x

(more compounds)
(21) CCCc1ccc(S(=O)(=O)N(C)S(=O)(=O)c2ccc(F)cc2)cc1
(22) O=C(c1cccc(-n2cccc2)c1)N1CCN(S(=O)(=O)c2ccc(F)cc2)CC1
(23) Cc1cc(COc2ccccc2)oc1C(=O)O
(24) COC(=O)C1=C(C)N=C2SC(C#N)=C(N)N2C1c1ccc(OC)cc1 (centres undefined)
(25) CC(=O)c1ccccc1OCCn1nc(C(=O)O)c2ccccc2c1=O
(26) Fc1ccc(NC(=S)N2CCN(c3cccc(C(F)(F)F)c3)CC2)cc1
(27) CCCNC(=O)[C@@H]1CCCN1C(=O)[C@@H]1Cc2ccccc2CN1
(28) O=[N+]([O-])c1ncc(Br)cc1Nc1ccccc1
(29) CC(C)[C@H](NS(=O)(=O)c1cccc(C(F)(F)F)c1)C(=O)OCC(N)=O
(30) CCNC(=S)NN=C1CCC(C(C)(C)C)CC1 (centres undefined)

Assay by compound	21	22	23	24	25	26	27	28	29	30
CAL PDZ FP-2	-0.6	-1.6	-0.6	0.3	-1.5	0.2	0.9	-0.4	-0.5	0.4
CAL PDZ FP-1	-4	0	0	-2	-3	-3	-4	-4	x	0
cardiac RTF act	7	2	0	2	-3	-1	-2	-3	6	6
DAGLB inh	-11	2	1	1	2	-14	0	3	-1	2
Cardiac RTF inh	-5	-9	0	6	6	7	-1	1	-3	-6
PKA-R2B activ	2	-9	2	-3	-5	1	-3	-3	-3	4
Keap1-Nrf2 PPI	-3	-15	2	-3	-1	2	0	-2	2	-2
SR-BI DiI-HDL act	-7	8	27	x	x	11	-10	24	18	-3
C-LANA FP	0.8	-3.0	-2.4	0.8	-0.6	-0.8	-0.8	2.0	0.9	0.0
Rtt109 Vps75	-3	1	8	0	-5	2	4	0	-5	1

(31) CC(=O)Nc1ccccc1OC(C)C(=O)NC(C)c1ccc(F)cc1 (centres undefined)
(32) C[C@@H](C(=O)Nc1nccs1)N1C(=O)C2CC=CCC2C1=O (some centres undefined)
(33) COc1ccc(CCN(C)C2CCCN(S(C)(=O)=O)C2)cc1OC (centres undefined)
(34) Cc1cccn2c(CN[C@@H]3CCCC[C@H]3c3ccccc3)c(C(=O)N3CCOCC3)nc12
(35) FC(F)(F)c1cccc(-c2ccn3ncnc3n2)c1
(36) COC(C(=O)Nc1cccc([N+](=O)[O-])c1)c1ccccc1 (centres undefined)
(37) CCCCn1c(SCC(=O)N2CCC(C)CC2)nc2ccsc2c1=O
(38) Nc1c(C(=O)Nc2ccccc2)sc2nc(-c3ccco3)ccc12

Assay by compound	31	32	33	34	35	36	37	38
CAL PDZ FP-2	0.4	-1.0	-0.6	0.0	-0.2	-0.3	-1.1	-2.7
CAL PDZ FP-1	-3	-2	-1	-5	3	9	-4	-5
cardiac RTF act	1	3	-3	0	3	-5	5	4
DAGLB inh	-1	3	1	3	1	0	-6	3
Cardiac RTF inh	9	1	2	-2	-3	-13	-7	-8
PKA-R2B activ	-7	2	-4	4	-4	-2	-2	-12
Keap1-Nrf2 PPI	-2	1	-1	6	-5	-3	1	-8
SR-BI DiI-HDL act	26	27	8	57	-1	0	-20	-56
C-LANA FP	0.9	0.5	-1.3	2.7	0.3	-2.6	-0.4	0.6
Rtt109 Vps75	-3	-3	-5	-2	-7	-20	-7	-18

Screening results deposited in PubChem by several laboratories.
